# PABP1 MLLE inh: inhibitors of microRNA-mediated deadenylation, human PABP1 MLLE binding; P11940; GST-MLLE / FITC-PAM2 fluorescence polarization; inhibition, % at 20 µM; 0.36% of 360,000 active; AID 588489; in the data active means inhibition above about 35%, passing the limit was not always enough;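 further: plate controls were DMSO wells with GST-MLLE for no effect and wells lacking GST-MLLE protein for full effect; some results filed as inactive read as strong as hits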
# Target sequence (P11940 whole entry, looked up): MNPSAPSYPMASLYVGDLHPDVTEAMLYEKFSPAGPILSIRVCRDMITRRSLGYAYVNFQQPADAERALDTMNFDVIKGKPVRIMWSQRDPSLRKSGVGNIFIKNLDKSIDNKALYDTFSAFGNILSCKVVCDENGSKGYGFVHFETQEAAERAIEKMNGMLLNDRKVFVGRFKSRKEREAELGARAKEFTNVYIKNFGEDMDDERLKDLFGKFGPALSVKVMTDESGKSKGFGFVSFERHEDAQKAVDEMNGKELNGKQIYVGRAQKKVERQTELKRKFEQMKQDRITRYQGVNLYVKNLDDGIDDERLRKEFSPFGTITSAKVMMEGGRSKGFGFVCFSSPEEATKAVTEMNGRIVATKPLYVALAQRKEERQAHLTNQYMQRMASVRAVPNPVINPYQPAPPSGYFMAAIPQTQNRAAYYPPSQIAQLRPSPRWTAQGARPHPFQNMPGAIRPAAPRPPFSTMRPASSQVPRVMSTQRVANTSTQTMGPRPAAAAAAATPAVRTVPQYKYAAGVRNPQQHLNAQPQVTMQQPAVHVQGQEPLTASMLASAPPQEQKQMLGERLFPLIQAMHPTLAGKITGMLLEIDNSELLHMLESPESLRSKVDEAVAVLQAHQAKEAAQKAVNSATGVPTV
# CSN deneddyl inh: inhibitors of human CSN-mediated cullin deneddylation; Q92905; Purified CSN, SCF-Nedd8-OG deneddylation, fluorescence polarization; inhibition, % at 12.5 µM; 0.38% of 360,000 active; AID 651999;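 active means pattern-corrected inhibition above about 35%, with an unprinted fluorescence ratio check between 0.5 and 1.5, limit read from the data, passing the limit was not always enough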;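 further: 0% = enzyme with substrate and 100% = substrate without enzyme; some results filed as inactive read as strong as hits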
#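 assay system = purified human Csn5 enzyme expressed in HEK293T cells | amount = 0.24 nM enzyme | buffer or medium = Tris/NaCl/DTT buffer, pH 7.5 | reagent = 10 nM SCFSkp2-Nedd8OG | compound = one concentration, 12.5 µM, 0.25% DMSO | times = 90 min reaction at room temperature | signal = FP | read-out basis = % inhibition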
# FAS-TE inh: blocks the thioesterase domain of human fatty acid synthase; P49327; recombinant FAS-TE, OMFH fluorogenic substrate, fluorescence endpoint; inhibition, % at 15 µM; 0.67% of 360,000 active; AID 602261;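 active means compounds whose normalised, plate-corrected inhibition of enzyme fluorescence in the single-dose primary screen is 50% or more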;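 further: 0% = DMSO with enzyme and 100% = substrate without enzyme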
# Rpn11 block: blocks the human proteasome subunit Rpn11; 0.59% of 360,000 active; O00487; calls only at 20 µM; human 26S proteasome, Ub4-pepOG fluorescence polarization; 20S core pre-blocked with epoxomicin;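 active means inhibition at 20 µM, scaled to each plate's controls, above about 33%, limit read from the data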
# Target sequence (O00487 whole entry, looked up): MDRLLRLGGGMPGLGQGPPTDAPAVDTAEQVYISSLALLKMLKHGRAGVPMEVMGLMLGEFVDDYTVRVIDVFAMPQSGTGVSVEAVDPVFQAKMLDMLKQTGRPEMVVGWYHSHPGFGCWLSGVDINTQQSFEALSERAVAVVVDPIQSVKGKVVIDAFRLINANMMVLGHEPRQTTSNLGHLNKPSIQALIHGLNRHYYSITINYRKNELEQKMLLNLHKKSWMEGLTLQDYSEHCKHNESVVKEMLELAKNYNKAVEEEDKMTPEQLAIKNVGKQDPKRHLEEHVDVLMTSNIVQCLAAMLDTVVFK
# NadD inh: NadD (S. aureus) enzyme inhibition | AID 602399 | purified NadD enzyme, colorimetric absorbance read-out | 0.78% of 360,000 active | inhibition, % at 20 µM; in the data active means inhibition above about 26%; further: some compounds past the cut are filed as inactive
# Neddyl block: cullin neddylation inhibition; P61081+Q13564; TR-FRET cullin neddylation, biochemical; calls only at 25 µM; 0.58% of 360,000 active; in the data active means inhibition above about 36%
# SKN-1 block: blocks SKN-1 activity in C. elegans. C. elegans VP596 Pgst-4::GFP/RFP ratio, acrylamide-induced, 24 h. inhibition, % at 21.8 µM. 0.49% of 360,000 active. AID 624304;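 active means interference check ratio from 0.5 to 1.5 plus GFP to RFP signal ratio inhibition reaching or exceeding a fixed threshold, cut at about 30% in these data, passing the limit was not always enough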; further: some compounds called inactive have numbers as strong as hits
# MT1-MMP act inh: MT1-MMP (human) activation inhibition | P50281 | HT1080 RFP-PRO-GFP cells, GFP/RFP ratio fluorescence, overnight; percent of plate control window, DMSO zero | GFP/RFP ratio change, % at 20 µM | 0.061% of 360,000 active;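 active means GFP/RFP ratio change of at least 30% with cell ATP level not reduced by more than half and red fluorescence within 50% of control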; further: strong numbers were not always called active
#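 Test system: HT1080 RFP-PRO-GFP cells; Benchmarks: DMSO and RFP-L50D-GFP cell wells; Timing: cells overnight before dosing, compound overnight, 37 °C, 5% CO2; Compound: one 20 µM compound dose with 1% DMSO; Read-out: GFP/RFP fluorescence ratio.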
# Rin1 Abl inh: blocks binding of human Rin1 to Abl; TR-FRET Rin1/Abl binding, biochemical; inhibition, % at 7.35 µM; 0.4% of 360,000 active; in the data active means inhibition above about 5%, passing the limit was not always enough
# The depositor's hits bear a star; i = inactive; x = no result given; + = active, no number. An unsorted share of the library (roughly 3.9% active in at least one column).
SMILES,PABP1 MLLE inh,CSN deneddyl inh,FAS-TE inh,Rpn11 block,NadD inh,Neddyl block,SKN-1 block,MT1-MMP act inh,Rin1 Abl inh
COc1cc2c(=O)n(CCC(=O)NCC3CCCO3)c(=O)n(CC(=O)Nc3ccc(C)cc3)c2cc1OC (stereo unspecified),1.6,-5.4,2.5,i,5.9,i,-7.7,-0.2,1.4
CN1/C(=C/C=C(/C#N)C(N)=O)C(C)(C)c2ccccc21,-121.9,18.2,-17.5,+,3.3,i,6.2,-33.2,-6.6
COc1ccc(NC(=O)Cn2c(C(C)C)nc(C)cc2=O)cc1Cl,0.3,3.6,-7.2,i,-4.3,i,-8.1,-0.3,-0.8
C=CCC(C(=O)OC)(C(=O)OC)c1ccc([N+](=O)[O-])cn1,10.7,2.5,0.5,i,1.0,i,9.6,2.1,-5.1
CCCOc1ccc(C2Nc3cccc4cccc(c34)N2)cc1,-1.2,1.0,24.6,i,12.4,i,-0.2,0.7,1.2
Cn1c(=O)[nH]c(=O)c2c1nc(N(CCO)Cc1ccccc1)n2CCCc1ccccc1,7.2,-1.4,4.7,i,4.0,i,-17.2,-5.8,-2.5
O=S(=O)(NC1=NCCCCC1)c1ccc(Cl)cc1Cl,27.4,4.8,-4.9,i,0.5,i,4.1,-0.8,2.1
CCOc1ccc2nc(NC(=O)Cn3[nH]c(=O)c4ccccc4c3=O)sc2c1,-55.5,14.4,-6.7,+,9.0,i,-5.1,-4.4,-6.1
CC(=O)c1cccc(NC(=S)NC(=O)C(C)C)c1,26.0,-4.2,-5.6,i,-0.6,i,9.0,2.7,-1.3
COc1ccccc1NC(=O)C1=C(C)Nc2nnnn2C1c1ccccc1OC (stereo unspecified),-20.8,6.7,1.0,i,1.2,i,-21.2,0.7,0.9
Cc1ccc(-c2ccc(CCC(=O)O)n2-c2ccc(O)cc2)cc1,33.5,0.6,-5.6,i,0.5,i,14.0,-14.5,-2.6
CC/C(=N/NC(=O)c1ccc(Br)o1)c1ccc(Cl)cc1,4.2,0.5,-0.2,i,-3.9,i,0.8,3.5,1.6
COCCNC(=O)C(=O)NCC1OCCN1C(=O)c1ccc(Cl)cc1 (stereo unspecified),4.2,0.2,-8.2,i,-2.6,i,-8.5,-1.1,2.0
CC(=O)Nc1ccc(S(=O)(=O)Nc2cccc(N(C)S(C)(=O)=O)c2)cc1,-4.0,-3.3,-6.8,i,-1.0,i,-2.6,1.4,0.0
O=[N+]([O-])c1cc2c(cc1/C=N/n1cnnc1)OCO2,-32.9,-3.8,-12.8,i,-5.6,i,2.4,-1.2,0.6
Cc1nc2nc(C)n(CCN3CCOCC3)c(=O)c2c(-c2cccc([N+](=O)[O-])c2)c1C(=O)CCCCCCCCCCN1CCC(c2ccccc2)(c2ccccc2)CC1,8.3,6.1,21.9,i,10.4,i,14.9,-12.0,61.3*
Cc1c2cnn(-c3ccccc3)c(=O)c2c(C)n1CCCC(=O)N1CCN(C)CC1,6.7,-1.7,-4.7,i,4.2,i,8.5,0.4,-3.1
CCC[n+]1c(C)sc2c3c(ccc21)CCCC3,-91.6,2.1,5.3,i,44.5*,i,22.6,-8.3,-2.5
Cc1onc(-c2ccccc2Cl)c1C(=O)Oc1cccc2cccnc12,16.2,1.9,18.9,i,-0.5,i,1.3,1.2,0.8
Cc1ccccc1NC(=O)C1CCCN(S(=O)(=O)c2ccc3c(c2)C(C)(C)C(=O)N3C)C1 (stereo unspecified),-1.9,-4.5,-3.1,i,-4.1,i,-4.0,-3.5,1.8
CCN(CC)c1ccc(S(=O)(=O)N2CCOCC2)cc1NC(=O)CN1C(=O)NC2(CCC(C)CC2)C1=O (stereo unspecified),1.0,3.8,-0.8,i,3.4,i,1.7,-3.5,0.0
CCOC(=O)N1CCN(c2c(NCCCN(C)c3ccccc3)c(=O)c2=O)CC1,-1.3,2.3,-1.6,i,-3.4,i,2.6,1.2,-0.6
CC(C)COC(=O)Nc1nnc(SCCOc2ccccc2)s1,-8.8,4.5,-6.6,i,-0.7,i,12.4,3.0,-1.9
Cc1ccc(NC(=O)CCC(=O)NNC(=S)Nc2ccc(F)cc2)c(C)c1,-13.2,-1.1,-0.3,i,-1.4,i,7.4,0.6,1.0
Cc1ccccc1-c1nn(-c2ccc(F)cc2F)cc1CNCCCO,3.3,6.3,-6.4,i,-8.0,i,-3.8,1.2,0.6
SMILES,PABP1 MLLE inh,CSN deneddyl inh,FAS-TE inh,Rpn11 block,NadD inh,Neddyl block,SKN-1 block,MT1-MMP act inh,Rin1 Abl inh
C[C@@H]1O[C@@H](OCCC(=O)O)[C@H](O)C[C@H]1O,13.8,0.0,-10.0,i,0.5,i,6.1,2.3,0.7
COc1ccc(C(=O)Nc2nc3ccccc3c(=O)[nH]2)cc1,9.9,-1.1,-8.1,i,-3.3,i,7.3,-0.9,0.3
C[C@@H]1CN([C@H](C)CO)C(=O)CCCn2cc(nn2)CO[C@H]1CN(C)C(=O)Nc1ccc(F)cc1,8.6,0.6,-5.1,i,-0.8,i,-9.0,-1.5,-3.4
Cc1cc(S(=O)(=O)NCc2cccnc2)ccc1F,8.3,2.0,-2.3,i,2.3,i,15.8,-1.7,1.1
COc1ccc(C(=O)Cn2c(Cl)nc3c2c(=O)n(C)c(=O)n3C)cc1,5.2,4.4,1.9,i,0.3,i,-0.5,4.8,1.9
CCOC(=O)N1CCN(C(=O)c2ccc3nc4ccsc4c(=O)n3c2)CC1,2.7,-4.0,-2.0,i,-3.8,x,-11.1,1.5,-4.0
COC(=O)CSc1nc2ncccc2[nH]1,2.6,1.5,-9.3,i,-0.1,i,-15.5,-3.6,-0.6
COC(=O)[C@H]1C[C@@]2(O)CN(S(=O)(=O)c3ccc(C)cc3)C[C@@]2(OC(=O)NC2CCCC2)C[C@H]1C(=O)OC,10.5,2.2,-7.3,i,-5.5,i,-4.0,3.5,-6.2
Cc1ccc(S(=O)(=O)N/N=C/c2cc([N+](=O)[O-])ccc2O)cc1[N+](=O)[O-],-3.9,4.1,47.5,i,1.4,i,2.1,8.5,-2.4
CCOC(=O)COc1ccc(/C=C2\NC(=S)N(CC)C2=O)cc1,-122.8,0.4,14.3,i,-1.7,i,-3.3,-2.7,-2.5
Cc1cc(/C=C2\C(=N)N3C(SCc4ccccc4)=NSC3=NC2=O)c(C)n1Cc1ccccc1,-15.2,4.9,-2.4,+,30.8*,i,5.0,-37.7,-0.2
CCOc1cc(NC(=S)NCCCN2CCOCC2)c(OCC)cc1NC(=O)c1ccccc1,19.8,0.7,-4.6,i,-1.1,i,4.2,2.9,-1.4
O=C(Cn1c(C(F)(F)F)nc2ccccc21)Nc1ccccc1C(=O)O,-2.0,-13.3,-5.1,i,2.6,i,-5.3,6.2,1.5
COc1ccc2c(Cl)c(C(=O)NCCc3ccc(S(N)(=O)=O)cc3)sc2c1,7.2,2.6,-3.9,i,2.5,i,1.6,0.9,-2.4
CC(=O)/C=C\c1cn(-c2ncc(C(F)(F)F)cc2Cl)c2ccccc12,1.7,-2.9,0.7,i,-6.9,i,-0.2,-8.9,-2.4
O=C(c1ccncc1)N1CCN(C(=O)c2cccc3ccccc23)CC1,8.6,-0.5,-2.5,i,6.6,i,6.7,2.4,-4.0
CCOC(=O)c1c(CN2CCC(C)CC2)n(C)c2cc(Br)c(OC)cc12,-7.6,0.1,34.3,i,-3.2,i,1.6,-3.2,0.3
C=C(C)CNC(=S)N/N=C/c1c(F)cccc1F,28.0,-1.9,1.4,i,-2.2,i,12.9,3.5,0.2
O=C(O)c1nc(-c2ccccc2)n(-c2ccccc2)n1,-14.3,-4.5,-9.2,i,-2.5,i,14.6,0.8,-3.0
O=C(Cc1ccccc1)NCC(=O)N1CCCCC1,4.0,-6.3,-1.5,i,-2.3,i,10.5,-2.6,-7.3
COc1ccc(C(=O)Nc2nc(CC(=O)NCCc3cccc(OC)c3)cs2)cc1,-9.4,2.7,-0.3,i,-7.2,i,9.0,2.0,0.5
COc1ccc(NC(=O)Nc2nnc(-c3ccco3)s2)cc1,-68.0,2.5,1.1,i,-2.4,i,-5.3,-0.4,-0.4
CCN(Cc1ccccc1)Cc1ccc(OCc2ccccc2)c(OC)c1,7.0,0.9,18.9,i,3.5,i,7.2,-0.7,-2.9
O=C(Nc1ccc(F)cc1)C(c1ccnc2ccccc12)N1CCN(C(=O)c2ccco2)CC1 (stereo unspecified),x,5.2,x,x,x,i,-14.3,0.3,x

# Some of the entries so far, as tab-separated lines:
Compound	PABP1 MLLE inh	CSN deneddyl inh	FAS-TE inh	Rpn11 block	NadD inh	Neddyl block	SKN-1 block	MT1-MMP act inh	Rin1 Abl inh
CC(=O)c1cccc(NC(=S)NC(=O)C(C)C)c1	26.0	-4.2	-5.6	i	-0.6	i	9.0	2.7	-1.3
COc1ccccc1NC(=O)C1=C(C)Nc2nnnn2C1c1ccccc1OC (stereo unspecified)	-20.8	6.7	1.0	i	1.2	i	-21.2	0.7	0.9
Cc1ccc(-c2ccc(CCC(=O)O)n2-c2ccc(O)cc2)cc1	33.5	0.6	-5.6	i	0.5	i	14.0	-14.5	-2.6
CC/C(=N/NC(=O)c1ccc(Br)o1)c1ccc(Cl)cc1	4.2	0.5	-0.2	i	-3.9	i	0.8	3.5	1.6
COCCNC(=O)C(=O)NCC1OCCN1C(=O)c1ccc(Cl)cc1 (stereo unspecified)	4.2	0.2	-8.2	i	-2.6	i	-8.5	-1.1	2.0
CC(=O)Nc1ccc(S(=O)(=O)Nc2cccc(N(C)S(C)(=O)=O)c2)cc1	-4.0	-3.3	-6.8	i	-1.0	i	-2.6	1.4	0.0
O=[N+]([O-])c1cc2c(cc1/C=N/n1cnnc1)OCO2	-32.9	-3.8	-12.8	i	-5.6	i	2.4	-1.2	0.6
Cc1nc2nc(C)n(CCN3CCOCC3)c(=O)c2c(-c2cccc([N+](=O)[O-])c2)c1C(=O)CCCCCCCCCCN1CCC(c2ccccc2)(c2ccccc2)CC1	8.3	6.1	21.9	i	10.4	i	14.9	-12.0	61.3*
Cc1c2cnn(-c3ccccc3)c(=O)c2c(C)n1CCCC(=O)N1CCN(C)CC1	6.7	-1.7	-4.7	i	4.2	i	8.5	0.4	-3.1
CCC[n+]1c(C)sc2c3c(ccc21)CCCC3	-91.6	2.1	5.3	i	44.5*	i	22.6	-8.3	-2.5
Cc1onc(-c2ccccc2Cl)c1C(=O)Oc1cccc2cccnc12	16.2	1.9	18.9	i	-0.5	i	1.3	1.2	0.8
